# SRC3 inh – inhibitors of human steroid receptor coactivator 3 (SRC3) | inhibition, % at 3.6 µM | 0.17% of 360,000 active | AID 588352 | Q9Y6Q9 | HEK293 GAL4-SRC3 luciferase reporter, luminescence;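 active = inhibition above a per-campaign cutoff, the mean of all compounds plus 3 SD, cut at about 60% in these data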;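 also: 0% = DMSO-treated cells and 100% = gossypol-treated cells at 36 µM; higher means less SRC3-driven luciferase light from the GAL4 reporter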
# TRAIL sens C8 – caspase-8 TRAIL sensitization. inhibition (viability loss, TRAIL sensitization), % at 10 µM. NB7+C8 cells + TRAIL, ATPlite viability luminescence. 1% of 360,000 active;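 active = compounds causing at least 50% loss of cell viability in the single-dose screen, relative to plate controls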
# SRC1 inh – inhibits human SRC1 coactivator; HEK293 GAL4-SRC1 luciferase reporter, luminescence; inhibition, % at 3.6 µM; 0.12% of 360,000 active;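 active = inhibition above the campaign mean plus 3 SD, with each screening campaign given its own cutoff, cut at about 60% in these data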;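 also: 0% = DMSO treated cells and 100% = gossypol at 36 µM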
# NR2F2 inh – blocks human COUP-TFII nuclear receptor. P24468. HEK293T NGFI-A luciferase reporter, luminescence. inhibition, % at 8.6 µM. 0.7% of 370,000 active. AID 686940;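 active = inhibition above a per-plate cutoff, mean inhibition of test wells between control levels plus 3 SD, cut at about 38% in these data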;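 also: cells cotransfected with COUP-TFII expression vector driving the NGFI-A reporter; 0% = median of COUP-TF2 test wells and 100% = reporter-only cells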
# TWEAK-Fn14 inh – TWEAK-Fn14 signaling inhibition; TWEAK-stimulated Fn14 reporter cells, luciferase luminescence, 8 h; 2% of 360,000 active; inhibition, % at 10 µM; AID 1159606; in the data active = inhibition above about 50%
# LRH-1 inv ag – NR5A2 inverse agonism in reporter assay; HEK293T StAR-luciferase reporter, LRH-1 transfected, 24 h; inhibition, % at 3.6 µM; 0.13% of 360,000 active;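 active = inhibition above the mean inhibition of all tested compounds plus 3 SD, cut at about 73% in these data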;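 also: 0% = DMSO wells and 100% = reporter-only cells lacking LRH-1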
# NOD2 RIPK2 PPI – inhibitors of human NOD2-RIPK2 interaction; inhibition, % at 4.98 µM; O43353; CHO BLA complementation NOD2-RIPK2, CCF4 ratio; 0.38% of 360,000 active; in the data active = inhibition above about 21%;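 also: 0% = vehicle only and 100% = reference blocker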
# SRC2 inh – inhibits human steroid receptor coactivator 2; 0.17% of 370,000 active; HEK293 GAL4-SRC2 luciferase reporter, luminescence; inhibition, % at 9 µM;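 active = inhibition above the mean inhibition of all tested compounds plus 3 SD, set per campaign, cut at about 52% in these data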;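 also: 0% = DMSO treated cells and 100% = cells given Gossypol at 36 µM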
# Target sequence (Q15596 whole entry, looked up, the tested form may be a part): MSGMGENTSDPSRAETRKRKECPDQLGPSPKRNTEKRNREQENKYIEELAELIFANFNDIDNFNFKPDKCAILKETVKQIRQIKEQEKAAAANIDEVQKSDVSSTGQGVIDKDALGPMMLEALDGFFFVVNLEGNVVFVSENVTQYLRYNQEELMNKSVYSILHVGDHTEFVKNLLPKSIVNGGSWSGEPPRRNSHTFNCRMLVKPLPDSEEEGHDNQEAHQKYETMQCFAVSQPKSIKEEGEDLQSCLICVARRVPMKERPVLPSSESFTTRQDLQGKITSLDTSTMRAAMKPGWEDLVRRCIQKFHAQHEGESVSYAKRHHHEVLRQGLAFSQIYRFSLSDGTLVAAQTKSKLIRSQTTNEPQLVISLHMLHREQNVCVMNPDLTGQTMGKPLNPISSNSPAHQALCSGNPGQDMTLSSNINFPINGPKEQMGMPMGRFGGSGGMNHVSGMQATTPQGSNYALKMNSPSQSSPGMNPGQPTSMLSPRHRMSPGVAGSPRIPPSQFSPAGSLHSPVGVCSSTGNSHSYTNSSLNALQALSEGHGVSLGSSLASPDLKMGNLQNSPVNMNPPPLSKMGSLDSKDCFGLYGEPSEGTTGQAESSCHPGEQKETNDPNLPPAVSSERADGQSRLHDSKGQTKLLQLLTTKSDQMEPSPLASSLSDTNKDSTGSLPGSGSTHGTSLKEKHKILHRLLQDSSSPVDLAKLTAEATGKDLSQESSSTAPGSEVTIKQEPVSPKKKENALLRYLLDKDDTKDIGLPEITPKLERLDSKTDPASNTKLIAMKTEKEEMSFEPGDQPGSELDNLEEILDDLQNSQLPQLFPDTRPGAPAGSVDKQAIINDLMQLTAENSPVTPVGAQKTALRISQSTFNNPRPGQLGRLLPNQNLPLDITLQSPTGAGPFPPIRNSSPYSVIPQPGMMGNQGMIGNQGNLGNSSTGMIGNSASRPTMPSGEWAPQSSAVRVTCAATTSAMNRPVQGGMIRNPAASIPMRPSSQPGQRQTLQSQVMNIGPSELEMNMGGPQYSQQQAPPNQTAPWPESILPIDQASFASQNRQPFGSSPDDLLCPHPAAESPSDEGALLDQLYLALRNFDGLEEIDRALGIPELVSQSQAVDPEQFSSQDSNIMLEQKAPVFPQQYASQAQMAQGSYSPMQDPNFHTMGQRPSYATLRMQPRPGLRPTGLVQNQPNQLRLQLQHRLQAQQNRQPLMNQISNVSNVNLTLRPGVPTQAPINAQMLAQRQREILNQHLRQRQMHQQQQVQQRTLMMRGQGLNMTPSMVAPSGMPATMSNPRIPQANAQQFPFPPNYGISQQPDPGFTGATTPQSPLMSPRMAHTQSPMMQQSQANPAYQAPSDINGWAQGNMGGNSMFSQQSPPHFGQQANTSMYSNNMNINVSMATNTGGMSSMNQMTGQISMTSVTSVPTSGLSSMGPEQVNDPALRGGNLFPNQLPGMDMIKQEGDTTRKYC
# TROY NFkB inh – TROY signaling inhibition; 0.98% of 360,000 active; Q293 LMP1-TROYcd NF-kB luciferase reporter, 4 h; AID 1347056; inhibition, % at 10 µM;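 active = compounds whose plate-normalised and pattern-corrected inhibition of the luciferase reporter signal at the single screening dose is 50% or more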
# TLR9-MyD88 inh – inhibitors of human TLR9-MyD88 binding; inhibition, % at 4.98 µM; CHO BLA complementation TLR9-MyD88, CCF4 FRET ratio; 0.21% of 340,000 active; AID 504734;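 active = inhibition above the mean over all tested compounds plus 3 SD, cut at about 21% in these data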;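 also: 0% = DMSO only wells and 100% = clavulanate BLA inhibitor control wells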
# LMP1 NFkB inh – Epstein-Barr LMP1 NF-kappaB reporter inhibition. LMP1-induced NF-kappaB luciferase reporter cells, luminescence. 0.69% of 350,000 active. AID 504558. inhibition, % at 12.5 µM; in the data active = inhibition above about 41%;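 also: 0% = neutral control wells and 100% = reference inhibitor control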
# * hit, by the source's call; nt = no result given. The list is partial, so the mix of outcomes need not match the whole.
SMILES,SRC3 inh,TRAIL sens C8,SRC1 inh,NR2F2 inh,TWEAK-Fn14 inh,LRH-1 inv ag,NOD2 RIPK2 PPI,SRC2 inh,TROY NFkB inh,TLR9-MyD88 inh,LMP1 NFkB inh
Cc1ccc(C(=O)NCC(=O)N2CCN(c3ncccn3)CC2)s1,-10,1,-10,-5,1,-8,-1,-18,-21,3,-1
Cc1[nH]c(=O)[nH]c(=O)c1CSCC(=O)OCC(=O)Nc1ccccn1,2,-17,0,1,-1,6,10,-51,-4,0,-1
c1ccc2c(c1)ncn2-c1ccc(-c2ccnc3ncnn23)cc1,14,-5,14,12,-21,19,-3,11,-4,7,13
O=C(O)/C(=C\c1ccc(-c2ccccc2[N+](=O)[O-])o1)c1ccccc1,-5,-3,-11,-13,4,23,7,-6,-37,-3,-15
CCC(Oc1nc2ccccc2nc1-c1ccccc1NC(C)=O)C(=O)c1ccccc1 (centres undefined),19,10,13,-9,-64,14,-10,-20,4,-2,0
COc1ccc(NC(=O)CCNS(=O)(=O)c2cccc3nsnc23)cc1OC,19,1,9,-6,-10,8,-1,10,9,5,-5
CCC(C)C(=O)N1CCCC(c2nc(-c3cccs3)no2)C1 (centres undefined),-94,10,-86,-27,-28,-95,-7,-14,-11,-8,-21
C=CCNC(=S)NNC(=O)c1ccc([N+](=O)[O-])cc1,6,2,-6,3,7,-9,-9,6,11,8,1
C=C1CC2C=C(NC(C)=O)CC(C1)C2 (centres undefined),4,-7,-6,-3,0,6,-7,12,1,0,-7
Cc1ccc(OCCCC(=O)NCc2ccco2)cc1,5,-4,1,-13,12,-3,-7,7,13,-12,10
CCOC(=O)C1CCN(C=Nc2cc(C)on2)CC1,-8,-9,-3,1,5,-6,-7,4,-9,-6,-9
O=C(COc1ccc(S(=O)(=O)N2CCCC2)cc1)NCc1ccco1,-9,-13,-9,nt,-1,-4,-11,nt,-13,3,2
O=S(=O)(NCC(Nc1ccccc1)c1ccccc1)c1ccc(Cl)cc1 (centres undefined),8,-3,-11,4,35,8,7,-12,34,-16,-5
Cc1ccccc1C(=O)Nc1ccccc1C(=O)NCC(C)C,22,-6,2,1,2,5,-6,20,12,-2,6
Cc1ccc(-c2cc(C(=O)N(C)CC(=O)Nc3ccccc3Br)c3ccccc3n2)o1,11,13,17,1,0,16,-2,4,4,2,4
CCc1ccccc1NC(=O)CNC(=O)c1cn(Cc2ccccc2)nc1-c1cccnc1,2,2,-14,-11,-3,-7,-9,-10,2,-5,5
O=C(CSc1nc2ccccc2c(=O)n1Cc1ccco1)Nc1cccc(O)c1,0,-4,-7,5,2,-8,10,-22,-15,-8,-8
COc1ccc(-n2nnnc2C(c2cc3ccccc3o2)N2CCN(C/C=C/c3ccccc3)CC2)cc1 (centres undefined),9,-3,10,6,14,0,-4,-18,14,nt,nt
O=C(NCc1nnnn1-c1ccc(F)cc1)c1ccc(S(=O)(=O)N2CCOCC2)cc1,-9,10,-15,8,-9,10,-5,-7,11,2,-3
COCC(C)n1c(SCc2ccc(C(=O)OC)o2)nc2ccccc2c1=O (centres undefined),-17,-6,-9,18,-12,5,-6,28,14,0,4
NS(=O)(=O)c1ccc(CCNCc2cccs2)cc1,-6,1,-9,-4,1,-25,3,-23,1,-7,-6
O=C(COc1ccc(Cl)cc1Cl)NN1C(=O)C2C3C=CC(C3)C2C1=O (centres undefined),26,4,28,-8,-10,-17,-7,9,-7,1,0
COc1ccc(OC)c(N(CC(N)=O)S(=O)(=O)c2ccc(OC)c(OC)c2)c1,-20,-5,3,12,13,-8,-2,-16,0,4,8
O=C(COC(=O)CSCC(=O)N1CCCCC1)Nc1ccc(Cl)cc1,19,8,14,7,-6,8,-2,-16,4,4,7
Cc1cc(NC(=O)COC(=O)c2ccc(S(=O)(=O)N3CCCc4ccccc43)cc2)no1,20,20,12,-3,11,25,-12,-18,26,2,12

# Reformatted with values under each structure: entries from further up.
# Below each compound – SRC3 inh | TRAIL sens C8 | SRC1 inh | NR2F2 inh | TWEAK-Fn14 inh | LRH-1 inv ag | NOD2 RIPK2 PPI | SRC2 inh | TROY NFkB inh | TLR9-MyD88 inh | LMP1 NFkB inh
Cc1[nH]c(=O)[nH]c(=O)c1CSCC(=O)OCC(=O)Nc1ccccn1
→ 2 | -17 | 0 | 1 | -1 | 6 | 10 | -51 | -4 | 0 | -1
c1ccc2c(c1)ncn2-c1ccc(-c2ccnc3ncnn23)cc1
→ 14 | -5 | 14 | 12 | -21 | 19 | -3 | 11 | -4 | 7 | 13

# The list goes on:
SMILES,SRC3 inh,TRAIL sens C8,SRC1 inh,NR2F2 inh,TWEAK-Fn14 inh,LRH-1 inv ag,NOD2 RIPK2 PPI,SRC2 inh,TROY NFkB inh,TLR9-MyD88 inh,LMP1 NFkB inh
O=C(NCCCN1CCN(CCCNC(=O)c2cccc(Cl)c2)CC1)c1cccc(Cl)c1,6,7,9,-17,-3,13,0,8,1,2,4
Nn1c(SCC(=O)Nc2ccc(F)cc2)nnc1-c1ccccn1,0,-9,-127,8,13,13,7,-10,-1,0,-2
O=C(Nc1ccccc1C(F)(F)F)NC1(C(=O)N2CCOCC2)CCCCC1,-22,2,-25,-42,37,-58,7,-40,-14,-4,3
Clc1ccccc1N1CCN(Cc2c[nH]c3ccccc23)CC1,10,7,9,16,0,31,3,1,-11,-8,-13
Cc1ccc(Cl)cc1NC(=O)NCCN1CCCCC1,3,4,-31,-9,3,9,-3,-10,7,5,-11
COc1cc(NC(=O)c2cc(S(=O)(=O)N3CCCCC3)ccc2N2CCOCC2)cc(OC)c1OC,2,-5,6,-10,-18,15,1,-1,10,3,-1
Cc1cc(N2C(=O)C(O)=C(C(=O)c3cc4ccccc4o3)C2c2ccc(Br)cc2)no1 (centres undefined),-20,0,-16,5,-28,-16,5,-22,-45,-4,-3
COc1cc(S(=O)(=O)N2CCN(Cc3ccccc3)CC2)ccc1Br,-11,-17,-1,-2,-16,2,6,5,6,0,-8
C/C(=N\NC(=O)Cc1ccc([N+](=O)[O-])cc1)c1cccnc1,13,-15,3,2,10,4,-5,-18,-4,-9,-3
O=S(=O)([N-]c1nc2ccccc2nc1-[n+]1ccccc1)c1ccccc1,19,-3,3,9,25,-8,-4,-2,11,-3,-2
Cc1nn(C2CCS(=O)(=O)C2)c(Cl)c1/C=C/C(=O)OCC(=O)Nc1ccccc1[N+](=O)[O-] (centres undefined),-4,0,-5,18,-5,-1,-3,3,12,4,-15
C=CCn1c(Oc2ccccc2)nc2c1c(=O)n(C)c(=O)n2C,16,3,2,-15,12,1,6,6,21,-7,-3
CCOCC(=O)Nc1cc(C(=O)OC)cc(C(=O)OC)c1,12,-1,-1,-10,4,-4,-4,-5,-6,4,5
COc1cccc(C(=O)Nc2ccc(Oc3cccc(C(F)(F)F)c3)nc2)c1,26,18,8,28,49,18,0,26,43,8,27
COc1ccc(Br)c2oc(S)cc(=O)c12,-8,2,-2,-3,-2,6,0,-21,-6,1,-7
COC(=O)c1nc(N)sc1-c1ccc(OC)cc1,-30,-2,-11,-18,9,-12,0,-4,-1,2,5
Cc1cc(S(=O)(=O)NCc2ccccc2)ccc1OCC(=O)Nc1cccc([N+](=O)[O-])c1,4,4,-17,4,52*,11,-3,-42,42,-3,11
Cc1cc(C(=O)NC(C)Cc2ccccc2)cc(C)c1[N+](=O)[O-] (centres undefined),2,-8,-8,-26,-1,-2,-3,-12,-8,nt,6
Cc1cc(C(=O)CCC(=O)N2CCN(S(=O)(=O)c3ccccc3)CC2)c(C)s1,-4,-5,-9,5,-15,-3,-1,-29,-8,8,-3
COC(=O)c1c(NC(=O)CSc2nnc(C)c(=O)[nH]2)sc(C)c1C,-3,-4,-16,10,-12,6,-2,10,14,1,-2
COc1cc2ccccc2cc1C(=O)Nc1ccc(N2CCOCC2)cc1,-9,-9,-7,-13,-5,-20,-8,-16,-34,-14,-17
O=C(NNC(=S)NC(=O)c1ccco1)c1ccc(F)cc1,7,5,-25,-6,-7,-1,-10,-3,-21,-2,6
C#CCOC(=O)CCCN1C(=O)c2cccc3cccc(c23)C1=O,-11,-14,3,-9,-10,23,-6,6,-12,-3,4
Cc1cccnc1NC(=O)c1ccccc1-c1ccccc1C(=O)Nc1ncccc1C,2,5,-37,0,-3,-7,-5,6,-17,0,5
O=C(COc1ccc(Br)cc1Cl)NNC(=O)c1ccccc1,-5,-3,-14,-21,-15,4,2,11,-5,-16,9
# Next part:
SMILES,SRC3 inh,TRAIL sens C8,SRC1 inh,NR2F2 inh,TWEAK-Fn14 inh,LRH-1 inv ag,NOD2 RIPK2 PPI,SRC2 inh,TROY NFkB inh,TLR9-MyD88 inh,LMP1 NFkB inh
CC(C)(C)c1cc2cccnc2n1Cc1cccc(F)c1,17,11,10,16,-5,-21,-2,17,2,-10,4
COc1ccc(-n2ccc3ccccc32)cc1,-45,2,-29,16,-6,14,-6,-35,-36,-11,-7
CCn1c(SCC(=O)N2CCc3ccccc32)nc2c(c1=O)SC(C)C2 (centres undefined),11,-3,1,nt,6,24,1,nt,5,nt,nt
CCOCCn1c(CN(Cc2ccccc2)Cc2ccccc2)nc2c1c(=O)[nH]c(=O)n2C,-5,-10,4,0,-8,4,0,-2,-8,-16,-3
CSC1=NC(C)N2C(SC)=NC(C)N12 (centres undefined),-1,11,9,4,-4,-5,4,5,-11,-10,6
O=S(=O)(Nc1nccs1)c1cc(Cl)ccc1Cl,-2,-4,-3,3,-5,-4,-4,-11,5,-14,7
CSCCC(NC(=O)c1ccco1)C(=O)OCC(=O)Nc1ncc(Cl)c(C)c1Cl (centres undefined),13,3,-12,16,-7,15,-4,-42,-13,-6,60*
Nc1nc(SCC(=O)Nc2cc(Cl)ccc2Cl)n[nH]1,17,4,16,11,17,-9,-31,7,-10,-5,-6
COC(=O)[C@]12CCCCC=C1N(CCC1=CCCCC1)C(=O)[C@H](CC(=O)NCc1cccc(C(F)(F)F)c1)C2,nt,-6,nt,-9,19,10,4,-5,19,nt,nt
CN(CC(=O)Nc1ccccc1Cl)C(=O)COC(=O)CCN1C(=O)C2CC=CCC2C1=O (centres undefined),-35,-10,-4,11,1,-1,-4,-32,-6,6,10
CCCC1=C(C(=O)OCC)C(c2ccco2)C(C#N)=C(N)O1 (centres undefined),2,-18,-10,10,16,12,0,-14,-8,-6,7
CCCCn1c(-c2csc(CC)c2)n[nH]c1=S,16,-1,-23,7,-15,13,5,-6,-16,-11,-8
O=C(NC1CC1)c1cc(-c2ccco2)nc2ccccc12,2,3,2,nt,-12,7,-6,nt,10,-1,-3
CSc1ccc(CN(C)CC(=O)Nc2ccc(C)cc2Br)cc1,12,7,11,-9,-26,0,-3,-18,-19,2,12
CCOc1ccc(S(=O)(=O)N2CCC(C(=O)Nc3cccc(NC(C)=O)c3)CC2)cc1,0,2,-11,-11,-2,9,1,-3,-13,-1,2
Cn1cnnc1SCC(=O)N/N=C/c1ccc(OCC(N)=O)cc1,25,7,4,-13,4,7,-9,-7,-8,-6,-7
Cc1cc(C)c(OCC(=O)Nc2nnc(-c3ccco3)o2)c(C)c1,-18,10,5,4,-21,-2,-15,14,4,-1,-1
COC(=O)[C@@]12CCCCN1[C@H](c1ccc(-c3ccc(F)cc3)cc1)[C@H]1C(=O)N(C)C(=O)[C@H]12,-4,29,-4,4,20,7,0,15,16,0,-3
Cc1ccccc1NC(=O)c1c(C)[nH]c(=S)c(C#N)c1-c1ccc(Cl)cc1,24,7,-2,27,1,-4,-4,12,16,nt,nt

# Bioassay records (PubChem)
